Compound activity (PubChem BioAssay)
CHO parental Ca = counter-screen for OX1R antagonists: effect in parental CHO cells | parental CHO-K1, ATP-induced calcium, Fluo-8 fluorescence | inhibition, % at 5.6 µM | 330,000 compounds, 0.63% hits;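 active means inhibition above that plate's mean sample inhibition plus 3 SD, cut at about 26% in these data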;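 further: 0% = ATP-challenged DMSO wells and 100% = DMSO wells without ATP; some compounds past the cut are filed as inactive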
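Material: Parental CHO cells | Reagent: ATP | Compound dosing: Single nominal dose of 5.6 µM per compound | Detection: Intracellular calcium via Fluo-8 no-wash fluorescent dye | Read-out: % inhibition of ATP-induced calcium mobilization | Benchmarks: Low control ATP plus DMSO, high control DMSO only | Replicates: Singlicate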
* marks the source's active call; other numbers are inactive results. Some of the compounds tested; count on the stated rates, not on these rows.

Start of the data: the first three entries (preview)
| smiles | CHO parental Ca |
| --- | --- |
| COC(=O)c1sc(NC(=O)c2cnccn2)c(C(=O)OC)c1C | -6.2 |
| CCn1cc(C(=O)Nc2cc(C)ccc2C)c(=O)c2ccc(C)nc21 | -2.7 |
| CC(C)(C)C(O)/C=C/c1ccc2c(c1)OCO2 (configuration not stated) | -8.0 |

This part in full, previewed entries included:
| smiles | CHO parental Ca |
| --- | --- |
| COC(=O)c1sc(NC(=O)c2cnccn2)c(C(=O)OC)c1C | -6.2 |
| CCn1cc(C(=O)Nc2cc(C)ccc2C)c(=O)c2ccc(C)nc21 | -2.7 |
| CC(C)(C)C(O)/C=C/c1ccc2c(c1)OCO2 (configuration not stated) | -8.0 |
| O=Cc1sc(N2CCOCC2)nc1-c1ccccc1 | 2.2 |
| CC1(C)CC(=O)C2=C(C1)N(c1ccc(F)cc1)C(=O)C2(NC(=O)c1ccccc1)C(F)(F)F (configuration not stated) | 2.2 |
| N#Cc1c(N)sc(=S)c2c1CCN(Cc1ccccc1)C2 | -9.9 |
| CCOc1nc(C)cc(C)c1S(=O)(=O)c1cccc(C)c1 | -7.0 |
| Cc1c(Cl)cccc1NC(=S)N/N=C/c1ccccc1Cl | -18.7 |
| CCOc1ccc(C2C=C(c3ccc(C)cc3)Nc3ncnn32)cc1 (configuration not stated) | -17.7 |
| C1CN(c2nc3nonc3nc2N2CCOCC2)CCO1 | 0.5 |
| CCOC(=O)c1cnc2c(C)cccc2c1Nc1ccc(N2CCOCC2)cc1 | -35.3 |
| Cc1c(Cl)c(C(=O)Nc2nc3ccccc3n2CCN2CCCCC2)nn1C | 0.1 |
| O=C(O)Cc1ccc(NC(=O)C2CC=CCC2C(=O)O)cc1 (configuration not stated) | 17.2 |
| COc1ccc2c(c1)CCNC2Cc1ccc(OC)c(O)c1 (configuration not stated) | -5.9 |
| COc1cc(/C=C/c2nc3ccc([N+](=O)[O-])cc3s2)ccc1OCC(=O)O | 3.7 |
| O=C(OCc1cc(Cl)ccc1OC(F)F)c1ccc([N+](=O)[O-])o1 | -6.5 |
| CC(C)Oc1ccccc1C1CC(=O)Nc2c1c(=O)n(C)c(=O)n2C (configuration not stated) | -1.1 |
| Cc1cc(N2CCCC2)nc(N2C3CCC2CC(O)(c2ccc(F)cc2)C3)n1 (configuration not stated) | -17.9 |
| CCN(CC)S(=O)(=O)c1ccc(OC)c(NC(=S)Nc2cc(C)ccc2C)c1 | -17.5 |
| COc1ccc(Cn2c(-c3ccc(OC)cc3)nc3c(c(=O)c4ccccc4n3C)c2=O)cc1 | -14.0 |
| Cc1cc(C)n(-c2nc(SCC(=O)O)c3c4c(sc3n2)CCCC4)n1 | 3.4 |
| CCOC(=O)c1c(NC(=O)c2ccc(C)cc2)sc2c1CC(C)(C)NC2(C)C | 2.4 |
| O=C(c1ccc2c(c1)OCCO2)N1CCN(c2ccc([N+](=O)[O-])cc2)CC1 | 17.2 |
| CCOC(=O)c1cc(-c2ccccc2)sc1NC(=O)c1ccc(OC)cc1 | 2.5 |
| COC(=O)C1=C(C)N(Cc2ccco2)C(=O)N[C@H]1c1ccc(Br)cc1 | -23.6 |
| COc1ccccc1NC(=O)c1ccc(CSc2ncccn2)cc1 | -14.2 |
| Cn1c(=O)c(C(=O)COC(=O)c2cc(-c3ccccc3)nc3ccccc23)c(N)n(Cc2ccccc2)c1=O | -11.1 |
| CCOc1cc(/C=C2/SC(=S)N(C)C2=O)ccc1Oc1ccc([N+](=O)[O-])cc1[N+](=O)[O-] | 5.1 |
| C=CCOc1c(Cl)cc(CNc2ccc(C)c(Cl)c2)cc1OC | -15.1 |
| COc1ccc(N/C(=C(/C(Cl)=C(Cl)Cl)[N+](=O)[O-])n2nnc3ccccc32)cc1OC | -12.7 |
| CC(=O)Nc1ccc(NC(=O)Cc2ccc(F)cc2)cc1 | -11.0 |
| NNc1nnnc2c1sc1nc(N3CCOCC3)c3c(c12)CCCC3 | -6.8 |
| CCN(CC)S(=O)(=O)c1ccc(Cl)c(C(=O)Nc2cc(C)nn2-c2ccccc2C(F)(F)F)c1 | -18.2 |
| COc1ccc2nc3n(c(=O)c2c1)-c1cc(C)ccc1C(=O)NC3Cc1ccc(O)cc1 (configuration not stated) | -5.4 |
| Cc1noc(C)c1S(=O)(=O)N1CCC(C(=O)N2CCN(C3CCCC3)CC2)CC1 | 5.2 |
| O=S(=O)(Nc1ccc(O)c2ccccc12)c1ccc(Br)cc1 | -16.5 |
| Cc1cc(C)n(C(=O)c2ccncc2)n1 | -4.6 |
| CCOC(=O)c1ccc(Cl)c(NC(=O)c2cccnc2)c1 | 0.8 |
| CC(C)c1ccc(/C=C/C(=O)Nc2nn[nH]n2)cc1 | -9.4 |
| COC(=O)c1ccccc1NC(=O)Cn1nc2n(C)c3ccccc3n2c(=O)c1=O | -14.6 |
| N#CC1=C(N)Nc2ncnn2C1c1ccccc1 (configuration not stated) | 3.2 |
| CCCCn1c(=O)[nH]c(=O)c2c1nc(-c1ccc(CC)c([N+](=O)[O-])c1)n2C | -10.2 |
| Cc1c(N=c2c(=O)c3ccccc3c2=O)c(=O)n(-c2ccccc2)n1C | -3.2 |
| CC(=O)O[C@H]1CC(C)(C)C(=C=C/C(C)=C/C=C/C(C)=C/C=C/C=C(C)/C=C/C=C(\C)C(=O)C[C@@]23O[C@]2(C)C[C@@H](O)CC3(C)C)[C@](C)(O)C1 | -2.3 |
| CC(=O)N[C@@H](C)c1nc2ccccc2n1CCNC(=O)[C@H]1CCCN1c1nc(CN2CCCCC2)cs1 | -5.2 |
| CC(c1cc2ccccc2s1)N(O)C(N)=O (configuration not stated) | -9.4 |
| CCOC(=O)Cc1csc(NC(=O)c2ccc(Br)s2)n1 | 9.7 |
| CC(=O)C1=C(O)C(=O)N(CCCN2CCOCC2)C1c1ccccc1[N+](=O)[O-] (configuration not stated) | -20.8 |
| COc1ccccc1N1CCN(CCN2C(=O)CC(=C3c4ccccc4-c4ccccc43)C2=O)CC1 | -9.6 |
| CCc1ccc(/C=C2/Sc3ccccc3N(CC(=O)NCCCOC)C2=O)cc1 | -13.0 |
| C=CCN1c2ccccc2[C@]23C[C@@H](C(=O)OC)N(C(=O)c4cc(C)oc4C)C2=NC(C(=O)OC)=C(C(=O)OC)[C@H]13 | -23.5 |
| CCc1ccc2nc3sc(C(=O)N4CCc5ccccc54)c(N)c3cc2c1 | 1.2 |
| O=C(O/N=C/c1ccc2c(c1)OCO2)c1ccccc1Cl | -18.9 |
| CS(=O)(=O)N(Cc1nc2sc3c(c2c(=O)[nH]1)CCCC3)C1CCCCC1 | -15.2 |
| COC(C/C=C\C(=O)[C@@H](C)OCc1ccccc1)OC | -5.6 |
| Cc1ccc(OCCCC(=O)NCc2ccco2)c(C)c1 | -6.5 |
| CCCCc1ccc(C2C(C#N)=C(N)SC(N)=C2C#N)s1 | -5.2 |
| Cc1[nH]nc(N=Cc2c(O)n(C)c(=O)n(C)c2=O)c1-c1ccccc1 | -5.5 |
| O=C(NC1CCCCC1)NC1CC2CCC(C1)N2C(=O)NCc1ccccc1 (configuration not stated) | -7.9 |
| CC1(OC(=O)c2ccc(Cl)nc2)C(=O)C=C2C=C(c3ccsc3)OC=C2C1=O (configuration not stated) | 6.2 |

Following part.
| smiles | CHO parental Ca |
| --- | --- |
| COCCN1C(=O)N[C@H](c2cccc(C(F)(F)F)c2)C(C(=O)OC)=C1C | -12.1 |
| Cc1ccc2nc3c(cc(C#N)c(=N)n3Cc3cccnc3)c(=O)n2c1 | 0.6 |
| Cc1c(-c2ccncc2)oc2ccc(Br)cc2c1=O | -6.5 |
| N/C(Cc1cccc2ccccc12)=N\OC(=O)c1cccs1 | -7.7 |
| COc1cc2[nH]c(C(=O)NN)c(N)c2cc1OC | -17.0 |
| Cc1[nH]c2ccccc2c1-c1nc(-c2ccc(Cl)cc2)nnc1-c1ccccc1 | -2.5 |
| O=C(COC(=O)/C=C/c1cccc(Cl)c1)Nc1ccccc1-c1ccccc1 | -6.6 |
| COc1cccc([C@@H]2Oc3ccc(Br)cc3C(=O)[C@H]2OC(=O)NC2CCCC2)c1 | -32.0 |
| COCC(=O)Nc1cc(Cl)ccc1C(F)(F)F | -10.0 |
| O=C1N[C@@H](Cc2cn(S(=O)(=O)c3ccc(F)cc3)c3ccccc23)C(=O)N[C@H]1Cc1ccccc1 | -20.6 |
| Cc1ccc(-n2nc(C)c3c(=O)[nH]c(C(F)(F)F)nc32)cc1 | 1.6 |
| COC(=O)CCC(=O)OC1(C)C(=O)C2=CN(CC(C)C)C(c3ccc(OC)cc3)=CC2=C(Br)C1=O (configuration not stated) | -15.8 |
| COc1ccc(C2C=C(c3ccc(Cl)cc3)Nc3nc(NC(C)=O)nn32)cc1 (configuration not stated) | 7.9 |
| CSc1nc(-c2ccccc2)nc(N)c1C(C)=O | 0.2 |
| N[C@H]1CONC1=O | -8.8 |
| O=Cc1coc2c(ccc3ccccc32)c1=O | -12.9 |
| O=S(=O)(O)Oc1c[nH]c2ccccc12 | -8.1 |
| COC(=O)N1C(=O)[C@@](CC(C)C)(c2ccccc2)N1C(=O)OC | -12.5 |
| O=C1c2ccccc2C(=O)N1c1ccc(Cl)cc1 | -11.7 |
| CCOC(=O)[C@H]1[C@H]2COc3cc(OC)ccc3[C@@H]2N2C(=O)[C@@H](CO)NC(=O)[C@@]12C | -9.4 |
| CN(C)c1ccc(/C=C/C(O)=C2/C(=O)N(C)C3(C)CC2c2ccccc2O3)cc1 (configuration not stated) | 16.2 |
| CCCn1nnnc1SCC(=O)Nc1sc(C)c(C)c1C#N | -8.7 |
| O=C(/C=C/c1ccccc1[N+](=O)[O-])Oc1ccccc1 | -11.2 |
| O=C(Nc1ccccc1C(=O)N1CCNCC1)c1ccco1 | -20.8 |
| COC(=O)CCCC1=CC2=CC(=O)C(C)(OC(=O)C3CCCC3)C(=O)C2=CO1 (configuration not stated) | -1.2 |
| O=C(c1ccc(F)cc1)[C@@H]1[C@@H](C(=O)c2ccccc2)[C@@]2(C(=O)Nc3ccccc32)[C@H]2c3ccccc3C=CN12 | -11.3 |
| C=C(C)C(=O)Nc1cccc(C2=NOC3(C2)C[C@@H](C(N)=O)N(C(=O)c2ccc(Cl)cc2)C3)c1 (some centres not stated) | -19.6 |
| N#Cc1c[nH]n2c(=O)c3c(nc12)CCCC3 | -7.9 |
| CCCOc1ccc(C2C(C(=O)c3ccc(C)o3)=C(O)C(=O)N2Cc2cccnc2)cc1 (configuration not stated) | -9.6 |
| COc1cc(/C=N/n2cnc3c(sc4nc(C)cc(C)c43)c2=O)ccc1O | -6.7 |
| COc1ccc(C(=O)N(C)C2CCN(C)CC2)cc1S(=O)(=O)Nc1cc(Cl)ccc1Cl | -15.8 |
| CCS(=O)(=O)C1=NN2C(=N)/C(=C\c3ccc(OS(=O)(=O)c4ccccc4)c(OC)c3)C(=O)N=C2S1 | -2.2 |
| O=C(NN1C(=O)/C(=C/c2cc([N+](=O)[O-])ccc2O)SC1=S)c1ccccc1O | -4.4 |
| CN1CCN(CC(=O)N2c3ccccc3C(=O)Nc3cccnc32)CC1 | 0.1 |
| N/C(=N\OC(=O)COc1ccc2ccccc2c1Br)c1ccncc1 | -13.4 |
| CCOc1ncccc1C(=O)NCc1ccccc1 | -8.3 |
| O=C(Nc1ccc(Cl)cc1)[C@@H]1[C@@H]2C(=O)N(c3ccc(Cl)cc3Cl)C(=O)[C@@H]2[C@H]2C=CC=NN21 | -12.8 |
| COc1cccc([C@@H]2Oc3ccc(OC)cc3C(=O)[C@H]2OC(=O)Nc2cc(OC)c(OC)c(OC)c2)c1 | -7.2 |
| COc1cc2c(cc1NC(=O)CSc1nc3ccc(C)cc3[nH]1)oc1ccccc12 | -13.6 |
| CCOc1ccc(N/C(=C(/C(Cl)=C(Cl)Cl)[N+](=O)[O-])n2cncn2)cc1 | -5.5 |
| O=S(=O)(c1ccc(F)cc1)N1CCCc2ccccc21 | -20.1 |
| C[C@H](C(=O)C=[N+]=[N-])N1C(=O)c2ccccc2C1=O | -1.2 |
| CCCCn1c(=O)c2c(c3ccccc31)OCC(=O)N2 | -13.0 |
| O=C1CN(CC(=O)N2CCOCC2)c2ccccc2O1 | -4.6 |
| N/C(=N\OCc1ccc([N+](=O)[O-])cc1)c1ccccn1 | -1.2 |
| O=C(CN1N=C(c2ccc(Cl)cc2)CCC1=O)NCc1cccs1 | -15.9 |
| CC(COc1ccccc1Cc1ccccc1)N1CCCCC1 (configuration not stated) | -19.1 |
| COc1cc(CNCCN2CCOCC2)ccc1OCc1c(Cl)cccc1Cl | -22.1 |
| Cc1ccc(C)n1-c1ccc2c(c1)COC2=O | -6.6 |
| CN(Cc1cc([N+](=O)[O-])c2cccnc2c1O)C1CCCCC1 | -14.8 |
| CCCNC(=O)OC[C@H]1O[C@H](CCO/N=C/[C@@H](OC)[C@H](C)/C=C/CC(=O)OC)C=C[C@@H]1Oc1ccc(OC)cc1 | -24.0 |
| O=C(NC1CCCCC1)C(c1ccc(Cl)cc1)N(C(=O)c1ccccn1)c1cccnc1 (configuration not stated) | 8.1 |
| CN(c1ccccc1)S(=O)(=O)c1ccc(C(=O)Nc2nnc(-c3ccc(F)cc3)o2)cc1 | -10.6 |
| Cc1cc(C(=O)OCC(=O)c2ccc(Br)s2)c(C)o1 | -5.4 |
| CC1C(c2ccccc2)=NNc2nc3c(c(=O)n(C)c(=O)n3C)n21 (configuration not stated) | -37.8 |
| C[C@@H]1NC(=O)c2cc([N+](=O)[O-])cc(I)c2OCC[C@@H](C(=O)NC(CC(=O)O)C(N)=O)NC(=O)[C@H](CC(N)=O)NC1=O (some centres not stated) | 51.5* |
| CCOC(=O)c1cc(-c2ccc(C)c([N+](=O)[O-])c2)nc2c1c(=O)n(C)c(=O)n2C | -12.4 |

4 of the compounds above, as labelled records:
N/C(=N\OC(=O)COc1ccc2ccccc2c1Br)c1ccncc1
- CHO parental Ca = -13.4
CCOc1ncccc1C(=O)NCc1ccccc1
- CHO parental Ca = -8.3
O=C(Nc1ccc(Cl)cc1)[C@@H]1[C@@H]2C(=O)N(c3ccc(Cl)cc3Cl)C(=O)[C@@H]2[C@H]2C=CC=NN21
- CHO parental Ca = -12.8
COc1cccc([C@@H]2Oc3ccc(OC)cc3C(=O)[C@H]2OC(=O)Nc2cc(OC)c(OC)c(OC)c2)c1
- CHO parental Ca = -7.2
